KDM5B inhibitor – inhibitors of human KDM5B histone demethylase; KDM5B demethylase, FDH-coupled NADH fluorescence (FDH is formaldehyde dehydrogenase); Potency, µM (top dose mostly 57.7 µM), inactives show at the top dose activity change, negative = inhibition, hits mostly inhibitors; 220,000 tested, 2.6% active; Q9UGL1; active means well fitted inhibition curve with a large enough effect; inconclusive means small, poorly fitted or top-dose-only effect; inactive means no such curve, though single readings can be large or run the other way; further: 0% is about no effect; nearly all actives have a fitted effect of over 70% in size
Target sequence (Q9UGL1 whole entry, looked up): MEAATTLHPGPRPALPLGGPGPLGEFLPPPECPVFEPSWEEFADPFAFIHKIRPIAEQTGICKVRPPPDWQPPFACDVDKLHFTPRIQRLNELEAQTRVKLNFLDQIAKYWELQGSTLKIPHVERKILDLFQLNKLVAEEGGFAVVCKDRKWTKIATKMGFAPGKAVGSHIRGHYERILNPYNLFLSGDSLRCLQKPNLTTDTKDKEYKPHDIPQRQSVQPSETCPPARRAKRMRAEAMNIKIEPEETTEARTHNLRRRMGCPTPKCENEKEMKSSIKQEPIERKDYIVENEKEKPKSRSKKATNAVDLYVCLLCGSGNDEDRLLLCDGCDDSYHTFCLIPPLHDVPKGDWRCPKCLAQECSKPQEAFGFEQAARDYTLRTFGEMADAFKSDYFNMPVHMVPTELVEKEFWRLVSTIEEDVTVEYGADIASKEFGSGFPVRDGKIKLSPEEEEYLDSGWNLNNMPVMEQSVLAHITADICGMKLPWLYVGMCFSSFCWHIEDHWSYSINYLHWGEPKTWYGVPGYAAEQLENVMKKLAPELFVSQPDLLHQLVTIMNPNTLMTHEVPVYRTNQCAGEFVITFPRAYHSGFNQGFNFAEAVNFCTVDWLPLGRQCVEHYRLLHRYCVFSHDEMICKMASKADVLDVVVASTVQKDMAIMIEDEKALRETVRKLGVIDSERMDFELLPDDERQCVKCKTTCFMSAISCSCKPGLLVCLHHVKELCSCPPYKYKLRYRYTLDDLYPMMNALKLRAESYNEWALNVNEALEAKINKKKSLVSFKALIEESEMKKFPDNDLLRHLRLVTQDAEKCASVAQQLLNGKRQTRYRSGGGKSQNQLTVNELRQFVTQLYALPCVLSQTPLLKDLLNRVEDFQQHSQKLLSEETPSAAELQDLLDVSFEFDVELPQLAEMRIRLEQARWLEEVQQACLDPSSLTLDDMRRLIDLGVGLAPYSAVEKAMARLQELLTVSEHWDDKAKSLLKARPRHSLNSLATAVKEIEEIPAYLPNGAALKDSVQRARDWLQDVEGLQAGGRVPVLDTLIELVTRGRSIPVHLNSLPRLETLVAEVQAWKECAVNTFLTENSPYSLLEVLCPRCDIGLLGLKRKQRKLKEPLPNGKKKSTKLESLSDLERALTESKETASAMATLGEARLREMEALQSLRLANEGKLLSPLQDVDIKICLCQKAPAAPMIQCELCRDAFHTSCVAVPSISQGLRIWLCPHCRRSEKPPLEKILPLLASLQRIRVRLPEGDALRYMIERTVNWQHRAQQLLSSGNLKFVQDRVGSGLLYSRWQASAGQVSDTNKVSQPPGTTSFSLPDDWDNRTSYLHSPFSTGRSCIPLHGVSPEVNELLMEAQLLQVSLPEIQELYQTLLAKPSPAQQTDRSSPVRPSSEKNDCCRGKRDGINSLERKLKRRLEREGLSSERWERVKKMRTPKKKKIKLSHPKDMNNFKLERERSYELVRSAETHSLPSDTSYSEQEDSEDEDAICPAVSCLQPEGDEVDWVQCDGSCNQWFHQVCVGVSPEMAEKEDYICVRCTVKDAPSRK
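Inhibition is measured as reduced NADH fluorescence generation from FDH coupling to formaldehyde release. Truncated KDM5BΔAP at 200 nM final acts on H3K4me3 peptide (12.5 µM in substrate mix) in pH 7.5 HEPES buffer with Tween-20, 30 min, room temperature.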
An asterisk follows results filed as active; ? = inconclusive; [ ] = another dose, or the depositor's remark. Potency means the concentration at half of the fitted maximal effect. Only part of the results is shown; the hit share may differ from the screen's.

SMILES	KDM5B inhibitor
Cc1ccc(-n2c(=O)[nH]c3cc(C(=O)NCCc4ccccc4)ccc3c2=O)cc1	-12.2%
O=C(CSc1nnc2n(-c3ccccc3)c(=O)c3ccccc3n12)Nc1ccccc1C(F)(F)F	-11.6%
CN1CCOc2c(C(=O)NCCC(N)=O)cc(-c3ccccc3)cc21	35.5µM*
COCCn1cnc2cccnc21	15.0%[115 µM]
O=C(NCC1CCOCC1)Nc1ccc(F)cc1	18.1%
CCc1ccccc1NC(=O)N1CCN(Cc2nc3ccc(C)cc3o2)CC1	13.8%
CCCS(=O)(=O)Nc1cccc(-c2cn3ccsc3n2)c1	-19.2%
O=C(COC(=O)c1cccc(S(=O)(=O)NCc2ccco2)c1)c1ccccc1	5.0%
NC(=O)C1CCN(Cc2cc(=O)oc3cc(-c4ccccc4)c(O)cc23)CC1	-19.7%
FC(F)(F)Oc1cccc(CN2CCNc3cc(Nc4cccnc4)ncc3C2)c1	?
O=C(NCc1ccco1)c1ccc2c(c1)N(Cc1ccccc1)C(=O)c1ccccc1S2=O (stereo not drawn)	-11.6%
CN(Cc1ccccc1NC(=O)c1ccccc1C(F)(F)F)C1CCCCC1	-1.9%
NCC(C1CCCCC1)N1CCCC1 (stereo not drawn)	-13.9%[230 µM]
O=C(Cn1nc(-c2ccccc2F)ccc1=O)N1CCC(Cc2ccccc2)CC1	-11.6%
O=C(O)CCC(=O)N1CCCCC1	19.8%
CC(=O)NC(C)c1ccc(-c2ccccc2)cc1 (stereo not drawn)	-6.4%
CCc1ccccc1NC(=O)CNC(=O)c1cc2ccc(F)cc2nc1C	-26.7%
O=C(O)c1ccc(-c2ccc(C(=O)O)nc2)cc1	?
CC1(C)CC(NC(=O)CCCCC(=O)NC2CC(C)(C)NC(C)(C)C2)CC(C)(C)N1	22.6%
c1ccc(CNCC2CCCO2)cc1 (stereo not drawn)	8.4%

The last 2 entries of the part before lead into the next:
SMILES	KDM5B inhibitor
CC1(C)CC(NC(=O)CCCCC(=O)NC2CC(C)(C)NC(C)(C)C2)CC(C)(C)N1	22.6%
c1ccc(CNCC2CCCO2)cc1 (stereo not drawn)	8.4%
O=C(COc1ccccc1)Nc1ccc([C@@H](O)[C@H]2COCC(=O)N2)cc1	-3.1%[86.2 µM]
CCS(=O)(=O)CCSC(C)C(=O)O (stereo not drawn)	14.4%
Cn1ncc(N2CCCC(CC(=O)NCc3cccc(F)c3)C2)cc1=O (stereo not drawn)	-9.2%
COCCn1ncc(N2CCC(NC(=O)c3ccc(C)cc3C)CC2)cc1=O	8.7%
CC1CC(C)CN(C(=O)CSCC(=O)O)C1 (stereo not drawn)	-7.3%
Cc1cc(F)ccc1-c1[nH]nc2ncc(-c3cnn(C)c3)nc12	-42.2%[86.2 µM]
O=C(NCCc1ccc(Cl)cc1)C12CC3CC(CC(Cl)(C3)C1)C2	-10.2%
Cc1c(C(=O)Nc2cccc(C(F)(F)F)c2)sc2nc[nH]c(=O)c12	?
Cc1ccccc1NC(=O)CCCn1cnc2c1c(=O)n(C)c(=O)n2C	19.4%
CC(=O)N1CC2(CCN(CC3CCCCC3)CC2)Cc2ccccc21	-14.2%[149 µM]
CC1CCCN1c1ncnc2c1CN(c1ccccc1F)C(=O)CN2C (stereo not drawn)	-17.2%
CN(CCCNC(=O)c1cc2c(Cl)nc3ccccc3c2s1)Cc1ccccc1	12.4%
O=C(c1cncc(Br)c1)N1CCC(c2nc(C3CCOCC3)no2)CC1	-4.9%
COc1ccc(N(Cc2cc(=O)[nH]c3ccccc23)C(=O)C(C)C)cc1	-8.9%
c1cncc(-c2ccnc3nc(CCC4CCCC4)nn23)c1	4.5%
Cc1cccc(NC(=O)N2CCc3nnc(C4CC4)n3CC2)c1	-4.8%
COCCNc1nc2c([S+](=O)([O-])c3cc(OC)ccc3OC)nnn2c2ccccc12	?
COc1cc(CCC(=O)OCC(=O)c2ccccc2Br)cc(OC)c1OC	-7.8%
CCCCNC(=O)[C@H]1CCC[C@H]1NC(=O)c1cnc(C)cn1	14.6%
CCOc1ccc(S(=O)(=O)n2ccnc2)cc1C(C)(C)C	-8.7%

Reformatted: seven of the compounds above
mol,KDM5B inhibitor
CC(=O)N1CC2(CCN(CC3CCCCC3)CC2)Cc2ccccc21,-14.2%[149 µM]
CC1CCCN1c1ncnc2c1CN(c1ccccc1F)C(=O)CN2C (stereo not drawn),-17.2%
CN(CCCNC(=O)c1cc2c(Cl)nc3ccccc3c2s1)Cc1ccccc1,12.4%
O=C(c1cncc(Br)c1)N1CCC(c2nc(C3CCOCC3)no2)CC1,-4.9%
COc1ccc(N(Cc2cc(=O)[nH]c3ccccc23)C(=O)C(C)C)cc1,-8.9%
c1cncc(-c2ccnc3nc(CCC4CCCC4)nn23)c1,4.5%
Cc1cccc(NC(=O)N2CCc3nnc(C4CC4)n3CC2)c1,-4.8%

(cont.)
SMILES	KDM5B inhibitor
COc1ccc(-c2nc3cc(NC(=O)C(C)C)ccc3o2)cc1Cl	-27.5%
O=C(c1ccc(Cl)cc1Cl)N(CCS(=O)(=O)N1CCCC1)Cc1ccncc1	?
CC(C)c1noc(-c2cn(C3CCN(C(=O)c4ccc(F)cc4Cl)CC3)nn2)n1	-3.2%
O=C(c1ccccc1)N1CC[C@H]2COC(=O)N2c2cc(F)ccc2C1	-11.7%[86.2 µM]
CCCCn1c(CN2CCN(C(=O)c3ccco3)CC2)nc2c1c(=O)[nH]c(=O)n2Cc1ccccc1	20.7%
Cc1nc2ccccc2c(=O)n1/N=C/c1ccccc1F	-2.7%
CC1CCc2sc(C(=O)OCC(=O)NCCC3=CCCCC3)cc2C1 (stereo not drawn)	-2.4%
COc1ccc(-c2ccc3ncc(Nc4ccnc(N5CCOCC5)c4)n3n2)cc1OC	-6.9%[86.2 µM]
CCn1c(SCC(=O)c2cc3ccccc3o2)nnc1C1CC1	2.2%
Cc1ccc(C(=O)N(C)CC2(C)CCOCC2)s1	2.6%
CCN(CC)S(=O)(=O)NC1CCN(c2ncccn2)CC1	?
OC(c1ccccc1)c1nc(Nc2ccc(Cl)cc2F)n[nH]1 (stereo not drawn)	0.0%[86.2 µM]
Cc1ccc(C(=O)C(Cl)c2ccc(C)cc2)cc1 (stereo not drawn)	18.5%
O=C(c1ccc(C(F)(F)F)cc1)N1CCC2(C1)C(=NC1CCCCC1)NC(=O)N2c1cccnc1 (stereo not drawn)	11.4%[115 µM]
Cc1ccc(C(=O)N2CCC3(CC2)CC(c2ccccc2)C(=O)N3C)s1 (stereo not drawn)	8.1%
CCCc1ncncc1C(=O)NC1CC(c2nnc(CO)n2C2CC2)C1 (stereo not drawn)	43.6%
C=CCN(Cc1ccccc1)C(=O)Nc1ccc(C(=O)NCC)cc1	-5.6%
CCN(Cc1ccccc1)C(=O)c1cc2cccc(OC)c2oc1=O	-0.3%
Nc1ncc([N+](=O)[O-])c(N2CCCCCC2)n1	0.2%
Cc1cnc(C2CCN(C(=O)C3CCCC3)C2)n1Cc1ccccc1 (stereo not drawn)	17.3%
CC(C)c1ccc(S(=O)(=O)N2CCC3(CCCNC3)C2)cc1 (stereo not drawn)	3.4%
CCN(CC)C(=O)C1CCN(c2cc(C)nc3c(-c4ccc(OC)c(OC)c4)c(C)nn23)CC1	-6.2%
CCOc1ccccc1NC(=O)CN(C)S(=O)(=O)c1ccc2nc(C)sc2c1	-15.1%
Cc1nc2nc(SCC(=O)NCc3ccccc3)nn2c(C)c1Cc1ccccc1	-19.1%
COc1ccc(NC(=O)CSc2nc3c([nH]c4ccccc43)c(=O)n2C)cc1	-13.1%
CC(C)(C)n1nnnc1C1CC2(CCOCC2)C(=O)N1Cc1cccc(C(F)(F)F)c1 (stereo not drawn)	-8.8%
O=C(Cc1ccccn1)N1CCn2c(nnc2-c2ccccc2)C1	?
CCN(C(=O)c1ccc2c(=O)n3c(nc2c1)CCCCC3)c1ccccc1	11.2%
CCCn1c(=O)n(CC(=O)Nc2ccc(C(C)CC)cc2)c(=O)c2c1nc(C)n2CCOC (stereo not drawn)	-8.8%
CCC(C)NC(=O)CSc1ncnc2c1cnn2-c1ccccc1 (stereo not drawn)	20.0%
COc1cc([N+](=O)[O-])ccc1NC(=O)Nc1cccnc1	-9.6%
CC(C)NC(=O)NC[C@H]1OC[C@@H](NC2CCCC2)[C@@H]1O	54.7%[activator][115 µM]
CSCc1ccc(C(=O)N[C@H]2[C@@H]3CCO[C@@H]3[C@@H]2C2CCCC2)o1	-4.7%
Oc1ccccc1OCCOCCOc1ccccc1O	6.5%
Cc1ccc(C(=O)NC(C2CC2)C2CC2)cc1	20.4%
Cc1ccc(NC(=O)N[C@@H]2C=C(C(=O)NCC(N)=O)C[C@@H](O)[C@@H]2O)cc1	?
CCN(CC)C(=O)c1sc(NC(=O)c2nc3ncccn3n2)c(C(=O)OC)c1C	?
COc1cccc(CN2CCOCCNC(=O)CC2)c1	-16.5%
CCOc1ccc2c(n1)CCN(C(=O)NC1CCCC1)C2	1.1%
CCCOc1nc2ccccc2nc1N1CCC(C(=O)NCc2ccc(Cl)cc2)CC1	-3.3%
CCCCc1c(C)[nH]c2ccccc2c1=O	20.8%
Cc1ccc(C(=O)N2CCC(Cn3c(C)cnc3C3CCC3)CC2)cn1	21.9%
C[C@H]1[C@@H]2[C@@H](O)C([C@H](C)C(=O)NCc3ccc(F)cc3)CC[C@@]2(C)CC[C@@H]1NC(=O)Cc1ccccc1 (stereo partly drawn)	8.1%
CC(C)(C)c1ccc(C2=NC(C)(C)N(CC(=O)Nc3ccc(F)c(F)c3)C2=O)cc1	2.9%
CC1CCCC(C)N1C(=S)NCc1ccco1 (stereo not drawn)	-3.3%
Cc1ccc2nc(-c3ccc(Cl)s3)c(Nc3ccc4c(c3)OCCO4)n2c1	-7.5%
CCCN1Cc2ccccc2NC(=O)C12CCNC2 (stereo not drawn)	?
CC(=O)NCCc1ccc(C(=O)COC(=O)c2ccc(C)c(O)c2)s1	6.3%
NC(=O)CN1CCC(C(=O)NCCCn2ncc3ccccc32)CC1	-32.2%
Cn1nc(NC(=O)C(C)(C)C)c2c(F)cccc21	24.2%
O=C(O)CNS(=O)(=O)c1ccc(C(=O)/C=C/c2ccccc2Cl)cc1	?
CN1c2cc(C(=O)NCc3nc4ccccc4n3C)ccc2C(=O)N2CCCCCC21 (stereo not drawn)	?
COc1ccc(NC(=O)[C@H]2C[C@H](CC(C)C)N[C@]23C(=O)Nc2c(C)cc(Cl)cc23)cc1	7.0%
O=C(Nc1ccc(OC2CCCC2)cc1)c1cccnc1	24.8%
CCC(=O)N/C(N)=N/c1nc2ccccc2o1	0.5%
COCC(=O)N1CCCC(c2nn(-c3ccc(OC)cc3)c(=O)[nH]2)C1 (stereo not drawn)	-20.1%[86.2 µM]
O=C1CCN(S(=O)(=O)c2ccccc2)CCCC(C(=O)NCc2cccnc2)CCN1 (stereo not drawn)	-24.4%
COc1ccc(F)cc1S(=O)(=O)N1CCC(CC(=O)NCc2ccccc2)C1 (stereo not drawn)	2.3%
CCN1CCN(C(=O)C2CCc3nc(N4CCN(C(=O)C5CCC5)CC4)sc3C2)CC1 (stereo not drawn)	-16.9%
COc1ccc(NC(=O)CS(=O)CC(=O)Nc2ccc(F)cc2F)cc1 (stereo not drawn)	0.3%

Next section
SMILES	KDM5B inhibitor
COc1ccc(-c2nc(CS(=O)(=O)CC(=O)NCCCN3CCN(C)CC3)c(C)o2)cc1	?
c1ccc2sc(C34CC5CC(CC(C5)C3)C4)nc2c1	19.6%
COCCN1C(=O)CS(=O)(=O)C12CCN(C(=O)COc1cccc(C)c1)CC2	10.8%
N#Cc1ccc(CNCCN2CCCC2)cc1	?
CCCN(C(=O)c1ccc2c(=O)n3c(nc2c1)CCCCC3)c1cccc(Cl)c1	1.0%
O=C(COC(=O)c1ccccc1Br)Nc1nc(-c2ccccc2)cs1	5.9%
CCN1C(=O)C2(c3ccccc31)c1c(oc3ccc(F)cc3c1=O)C(=O)N2CCCOC (stereo not drawn)	2.5%
COc1ccc(Br)cc1CNC(=O)CCCn1c(=O)c2cccn2c2cccnc21	?
Cc1ccccc1CN1C(=O)c2ccccc2Sc2ccc(C(=O)NC3CCCC3)cc21	-8.6%
COc1ccc(C2=NN(CC(=O)NCc3ccccc3Cl)C(=O)CC2)cc1	-20.7%
CCOc1ccccc1N(C)C(=O)c1cc2c(s1)-c1ccccc1OC2	?
Cc1cc(OCC(=O)N2CCCCC2CCN2CCCC2)ccc1Cl (stereo not drawn)	7.8%
CN(Cc1ccccc1)C(=O)c1ccc2c(c1)NC(=O)C(N1CCOCC1)S2 (stereo not drawn)	27.6%
COc1ccccc1-c1noc(CCc2nc(-c3ccc(C)nn3)no2)n1	15.8%
COCc1nc2ccccc2n1Cc1cccc(C)c1	?
O=C1Cc2c(-c3ccsc3)n[nH]c2CN1Cc1ccccc1	-28.0%[86.2 µM]
Cc1ccc(C2CCCN2C(=O)c2cc(C)on2)cc1 (stereo not drawn)	11.3%
O=C(c1ccccc1)N1CCC(c2nn(-c3ccccc3)c(=O)[nH]2)CC1	-23.2%
Cc1cccn2c(=O)c(/C=C(\C#N)C(=O)NCc3ccco3)c(N3CCOCC3)nc12	?
COc1ccccc1CC(=O)NCc1cccc(C(F)(F)F)c1	-4.8%

Continued; it opens with the 2 that closed the last part.
SMILES	KDM5B inhibitor
Cc1cccn2c(=O)c(/C=C(\C#N)C(=O)NCc3ccco3)c(N3CCOCC3)nc12	?
COc1ccccc1CC(=O)NCc1cccc(C(F)(F)F)c1	-4.8%
O=C(CNC(=O)c1ccc(Br)o1)NCC1COc2ccccc2O1 (stereo not drawn)	-2.3%
Cc1ccc(C)c(Nc2ccc3nonc3c2[N+](=O)[O-])c1	-2.5%
CCCCCCCOc1ccc(C(=O)c2ccccc2)cc1	6.9%
CCOc1ccccc1CNC(=O)CCn1ccc2cc(S(=O)(=O)N3CCCCC3)ccc21	?
Cc1ccc(NC(=O)Cn2nc3c(cc2=O)CCCCC3)cc1C	-12.5%

High-throughput results deposited in PubChem BioAssay by National Center for Advancing Translational Sciences (NCATS).
